# GalR3 antag = GalR3 antagonists in HEK293 cells, primary screen, cell-based, fluorescence readout. Galanin receptor type 3 (Homo sapiens), O60755. HEK293 GalR3-CNG cAMP membrane potential fluorescence; galR3 body fused to GalR1 C-terminus. inhibition, % at 3 µM. actives 0.44% (n = 360,000);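 active = inhibition above the screen-wide average plus 3 SD, cut at about 13% in these data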;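 also: forskolin and galanin both at EC90 stimulate the cells; cAMP rise reported by CNG channel membrane potential dye signal; 0% = forskolin plus galanin with DMSO and 100% = forskolin alone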
# Target sequence (O60755 1-299 limits assumed): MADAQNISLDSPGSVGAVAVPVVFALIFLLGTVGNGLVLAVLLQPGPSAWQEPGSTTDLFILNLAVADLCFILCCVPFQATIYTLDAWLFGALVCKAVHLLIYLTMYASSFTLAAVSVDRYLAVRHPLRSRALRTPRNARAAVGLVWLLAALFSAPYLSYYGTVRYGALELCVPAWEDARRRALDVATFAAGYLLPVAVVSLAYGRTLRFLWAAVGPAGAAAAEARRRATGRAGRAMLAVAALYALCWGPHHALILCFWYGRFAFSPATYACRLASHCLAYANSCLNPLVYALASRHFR
# CHRM4 PAM = human M4 muscarinic receptor positive allosteric modulators, primary screen, CHO-K1 cells, Fluo-8 calcium fluorescence; AID 624126, 2012; activation, % at 3 µM; CHO-K1 hM4/Gqi5, ACh EC20; 0% = ACh EC20, 100% = maximal ACh; Muscarinic acetylcholine receptor M4 (Homo sapiens), P08173; actives 0.4% (n = 360,000);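 active = activation above its plate's cutoff, the mean activation of sample wells plus 3 SD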; also: some results filed as inactive read as strong as hits
# Target sequence (P08173 whole entry, looked up): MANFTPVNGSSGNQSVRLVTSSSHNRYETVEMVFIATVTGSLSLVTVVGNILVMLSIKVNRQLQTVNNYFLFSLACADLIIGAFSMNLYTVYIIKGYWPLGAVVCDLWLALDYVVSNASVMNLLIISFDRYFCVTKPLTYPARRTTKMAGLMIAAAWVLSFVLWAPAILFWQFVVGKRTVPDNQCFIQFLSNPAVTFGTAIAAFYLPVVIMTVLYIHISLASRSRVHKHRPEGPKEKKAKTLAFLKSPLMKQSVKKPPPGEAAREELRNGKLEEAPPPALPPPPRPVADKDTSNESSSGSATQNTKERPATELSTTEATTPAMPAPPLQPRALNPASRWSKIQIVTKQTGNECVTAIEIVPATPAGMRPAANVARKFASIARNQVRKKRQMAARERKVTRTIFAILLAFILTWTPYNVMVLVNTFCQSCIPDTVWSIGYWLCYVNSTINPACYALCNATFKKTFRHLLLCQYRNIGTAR
# * hit, by the source's call. An excerpt; rates above refer to the full screens.
SMILES,GalR3 antag,CHRM4 PAM
O=C(Nc1ccc(F)c(Cl)c1)c1csc([C@@H]2C[C@H](O)[C@@H](CO)O2)n1,-1.4,-2.1
c1ccc(N2[C@@H]3c4ccccc4C[C@H]2c2ccccc23)cc1,-5.0,3.0
CC(C)Oc1ccc(CN2CCC2(C)C(=O)NCc2cccc3ccccc23)cc1 (stereo unspecified),-4.5,-9.7
COc1ccc(S(=O)(=O)N2CCCCC2c2cc(C(=O)Nc3ccc(OC)cc3C)no2)cc1 (stereo unspecified),-7.8,-6.9
O=C(Nc1ccc(F)c(Cl)c1)c1cc(C2CCCN(S(=O)(=O)c3ccccc3)C2)on1 (stereo unspecified),-0.9,-5.4
CN(C)c1ccc(-c2ccnc3c2CC(C)(C(=O)NCC2CC2)O3)cc1 (stereo unspecified),-6.9,0.6
O=C(c1[nH]c(C(F)(F)F)nc1-c1ccccc1)N1CCN(c2ncccn2)CC1,-6.7,8.7
Cn1c(=O)c2cc(NC(=O)NCCc3ccccc3)ccc2n1Cc1ccccc1,-7.1,-4.7
Cc1nc(C(F)(F)F)ccc1C(=O)N1CCCC(C(=O)O)CC1 (stereo unspecified),-4.1,5.1
COc1cccc(-c2cnc3c(NC=O)cc(-c4ccc(N5CCN(C)CC5)cc4)cn23)c1,-3.5,-6.8
C[C@H]1COc2cc(N3CC[C@H](O)C3)ccc2S(=O)(=O)N1,-4.7,5.8
O=C(NCc1ccccc1)C(c1ccccc1)n1c(-c2ccncc2)nc2ccccc21 (stereo unspecified),-8.0,-6.0
CC1=C(C(=O)N2CCOCC2)CC(CC(=O)NCC2CCCCC2)C(=O)N1Cc1ccc(C(C)(C)C)cc1 (stereo unspecified),-5.8,-5.7
Oc1cccc(-c2csc(C(O)(c3ccccc3)C(F)(F)F)n2)c1 (stereo unspecified),-1.2,3.3
O=S1(=O)CC(N2CCCC2)CN1Cc1cn(Cc2ccc(F)cc2)nn1 (stereo unspecified),-4.9,-0.6
CCOC(=O)C1=CC[C@@H](c2ccccc2)N(S(=O)(=O)c2ccc(C)cc2)[C@H]1C=C(C)C,-4.4,-10.0
COc1cccc(C(C(=O)NC2CCCC2)N2CCN(c3ncccc3C#N)CC2)c1OC (stereo unspecified),-7.6,-1.3
Cc1ccccc1S(=O)(=O)N1C[C@@H]2C(C(=O)C[C@@H]3C(=O)N(C)C(=O)[C@@H]32)[C@@H]1c1ccc(Cl)cc1 (stereo partly specified),-5.3,-7.8
OC(c1cc(F)cc(Cl)c1)c1ncc(-c2ccc3ccccc3c2)[nH]1 (stereo unspecified),-8.0,3.7
Cc1ccc(C(=O)Nc2nc(C(N)Cc3ccc(C(F)(F)F)cc3)cs2)cc1 (stereo unspecified),-7.3,-5.0
COCCNc1nc(NCCCN2CCCC2=O)c2sc(-c3ccccc3)cc2n1,-6.5,-7.7
COc1ccc(C(C(=O)Nc2ccc3c(c2)OCCO3)n2c(=O)c(-c3ccco3)nc3ccccc32)cc1 (stereo unspecified),-5.6,3.2
COc1ccc(-c2cc(NC(C)=O)c3ncc(-c4cccc(C(C)=O)c4)n3c2)cc1OC,-7.9,0.0
O=c1[nH]cnc2c1nnn2C1OC(CO)C(O)C1O (stereo unspecified),-6.2,4.2
CCCCNC(=O)C1c2ccccc2OCC(=O)N1Cc1ccco1 (stereo unspecified),-4.2,3.7

# Record cards, as listed above. Screens in order: GalR3 antag | CHRM4 PAM
# CCOC(=O)C1=CC[C@@H](c2ccccc2)N(S(=O)(=O)c2ccc(C)cc2)[C@H]1C=C(C)C as listed: -4.4 | -10.0
# COc1ccc(S(=O)(=O)N2CCCCC2c2cc(C(=O)Nc3ccc(OC)cc3C)no2)cc1 (stereo unspecified) as listed: -7.8 | -6.9
# O=C(Nc1ccc(F)c(Cl)c1)c1cc(C2CCCN(S(=O)(=O)c3ccccc3)C2)on1 (stereo unspecified) as listed: -0.9 | -5.4
# OC(c1cc(F)cc(Cl)c1)c1ncc(-c2ccc3ccccc3c2)[nH]1 (stereo unspecified) as listed: -8.0 | 3.7

# Pulled by structure from the list above (5):
SMILES,GalR3 antag,CHRM4 PAM
O=C(NCc1ccccc1)C(c1ccccc1)n1c(-c2ccncc2)nc2ccccc21 (stereo unspecified),-8.0,-6.0
Oc1cccc(-c2csc(C(O)(c3ccccc3)C(F)(F)F)n2)c1 (stereo unspecified),-1.2,3.3
O=C(c1[nH]c(C(F)(F)F)nc1-c1ccccc1)N1CCN(c2ncccn2)CC1,-6.7,8.7
COCCNc1nc(NCCCN2CCCC2=O)c2sc(-c3ccccc3)cc2n1,-6.5,-7.7
COc1cccc(-c2cnc3c(NC=O)cc(-c4ccc(N5CCN(C)CC5)cc4)cn23)c1,-3.5,-6.8

# Next section
SMILES,GalR3 antag,CHRM4 PAM
O=c1c(-c2cccnc2)nc2ccccc2n1C(c1ccccn1)c1nc2ccccc2[nH]1 (stereo unspecified),2.1,11.1
COc1ccc(C(=O)NCCNc2nc3cc(C)cc(C)c3cc2C#N)c(OC)c1,-6.3,2.5
CCCNC(=O)C1(C)CCCN(C(=O)COc2ccc(C(C)(C)C)cc2)C1 (stereo unspecified),-8.1,4.5
CC(=O)c1cccc(-c2cnc3c(NC=O)cc(-c4ccc(N5CCN(C)CC5)cc4)cn23)c1,-5.3,4.8
CC(C)NC(=O)C1(C)CCN1C(=O)c1cccc(Cl)c1 (stereo unspecified),-4.1,-0.9
O=c1[nH][nH]c2c1C(c1ccc(F)cc1)OC(CCc1ccccc1)C2 (stereo unspecified),-3.1,6.0
CC1(C(=O)NS(=O)(=O)c2ccccc2Cl)CCN1C(=O)C1(c2ccc(Cl)cc2)CCC1 (stereo unspecified),-6.3,6.6
CC1=C(O)c2ccccc2C(=O)C1=O,-6.4,5.6
COc1ccc(-c2cnc3c(NC(C)=O)cc(-c4ccccc4OC)cn23)cc1OC,13.2*,-3.7
O=S1(=O)CC(N2CCC(c3ccccc3)CC2)CN1C1CCCCC1 (stereo unspecified),-5.5,0.4
CCCCC1CC2=C(C(=O)OC(C)(C)O2)C(c2ccc3ccccc3c2)O1 (stereo unspecified),-4.5,-8.0
Cc1cc2nc(-c3ccccc3)c(CC(C)(C)C)n2c(C)c1Br,-4.1,1.6
N#Cc1ccc(-c2nc3ccc(Br)cn3c2Cc2ccsc2)cc1,-6.5,13.6
c1ccc(COc2cccc(-c3cc4nc(NCc5cccs5)ccn4n3)c2)cc1,-7.2,-0.3
CC(=O)Nc1cc(-c2ccccc2N(C)C)cn2c(-c3ccc(F)c(Cl)c3)cnc12,-5.1,0.1
Clc1ccc2nc(C3CCCCC3)c(Cc3ccccc3)n2c1,-8.0,-2.1
COc1ccc(C(O)c2nc(-c3ccc(Cl)cc3)cs2)cc1 (stereo unspecified),-7.1,2.4
COc1ccc(OC)c(NC(=O)C2(C)CCN2C(=O)C(C)(C)c2ccccc2)c1 (stereo unspecified),-7.6,-3.5
CCOC(=O)C1=CCN(S(=O)(=O)c2cccc(Cl)c2)C1c1ccc(Br)cc1 (stereo unspecified),-8.4,-8.0
Cc1ccc(Cn2cc(CN3CC(N4CCN(CCO)CC4)CS3(=O)=O)nn2)cc1 (stereo unspecified),-4.2,7.9
CC(=O)Nc1ccc(C(=O)N2CCCCC2c2cc(C(=O)NCc3ccc(F)cc3)no2)cc1 (stereo unspecified),-7.3,-2.3
CC(C)c1ccc(C(=O)N2CCCC(c3cc(C(=O)NCc4ccccc4)no3)C2)cc1 (stereo unspecified),-7.4,-2.2
CCNC(=O)C1CCCN(C(=O)c2cccc(C#N)c2)CC1 (stereo unspecified),-3.5,6.6
COc1ccccc1Cn1c(C)c(C(=O)NCCC#N)sc1=O,4.0,1.3
O=C(Nc1ccc2c(c1)OCO2)C1Cc2c(-c3cccnc3)ccnc2O1 (stereo unspecified),-2.6,-0.6

# The last 2 records of the section before lead into the next:
SMILES,GalR3 antag,CHRM4 PAM
COc1ccccc1Cn1c(C)c(C(=O)NCCC#N)sc1=O,4.0,1.3
O=C(Nc1ccc2c(c1)OCO2)C1Cc2c(-c3cccnc3)ccnc2O1 (stereo unspecified),-2.6,-0.6
Cn1c(NCCN2CCCC2)nc2cc(-c3ccsc3)sc2c1=O,-8.1,-0.8
COc1ccc(-c2cnc3c(NC(C)=O)cc(-c4ccccc4CN(C)C)cn23)cc1OC,-3.8,1.4
CO[C@H]1CN(C)C(=O)c2cc(NC(=O)c3ccccc3)ccc2OC[C@H](C)NC[C@@H]1C,-4.0,-2.5
COC(=O)[C@]12CCCCC=C1N(Cc1cccc3ccccc13)C(=O)[C@H](CC(=O)N1CCN(C(=O)C3CC3)CC1)C2,-6.6,-5.4
CCOC(=O)c1cc2cc(OC)ccc2n1C1CCN(C)CC1,-6.5,9.3
Cc1ccc(C)c(C(O)c2ncc(-c3ccc(Cl)cc3)[nH]2)c1 (stereo unspecified),-3.3,7.9
CN(C)CCCNc1nc2cc(-c3cncnc3)sc2c(=O)n1C,-4.2,4.2
CC(C)(C)S(=O)N1Cc2cc(C(=O)N3CCc4ccccc4C3)nc(-c3cccc(-c4cccnc4)c3)c2[C@@H]1CCO (stereo partly specified),-5.6,-8.9
OC(c1ccccc1)(c1nc(-c2cc3ccccc3o2)cs1)C(F)(F)F (stereo unspecified),-5.6,-1.1
CC(=O)C(=Cc1ccc(Cl)cc1)C(=O)c1ccccc1,-2.8,-12.9
CC(=O)Nc1cccc(-c2ccnc3c2CC(C(=O)Nc2ccc4c(c2)OCO4)O3)c1 (stereo unspecified),-5.7,-0.1
COC(=O)[C@@]1(Cc2ccc(F)cc2)[C@H]2c3cc(C(=O)N(C)C)n(Cc4ccc(S(C)(=O)=O)cc4)c3C[C@H]2CN1C(=O)c1ccccc1,-7.4,1.4
C[C@H](O)[C@@H]1CN2CCc3c([nH]c4ccccc34)[C@@H]2C[C@@H]1N(C)C(=S)Nc1ccc(C#N)cc1,-6.9,8.8
CCOC(=O)Cc1ccc(Nc2nc(NC)nc3ccsc23)cc1,-5.5,-11.1
CCCc1c(-c2ccc(F)cc2F)ncn1Cc1cccc(-c2ccccc2)c1,2.0,-10.4
COc1ccc(-c2cc(C(=O)NCc3ccc(C(F)(F)F)cc3)[nH]n2)c(C)c1,-5.8,-0.9
O=C(NC1CC1)c1ccc(-c2ccc3nccn3c2)cc1,-5.5,-3.2
Nc1nc2c(nnn2C2CC(O)C(CO)O2)c(=O)[nH]1 (stereo unspecified),-1.6,4.0
CCCCC[C@@H](C)N1C[C@@H](COCc2ccccc2)Oc2cc(N3CCC[C@H]3C(N)=O)ccc2S1(=O)=O,-5.1,3.1
Cc1ccc(Cl)cc1-c1cc(C(=O)NCc2cc(C(F)(F)F)cc(C(F)(F)F)c2)[nH]n1,-6.6,-3.3
O=C(C(=O)N1CCC(c2ccccc2)CC1)c1ccccc1,-4.8,-2.3
COCCCNC(=O)C[C@@H]1C[C@@]2(C(=O)OC)CCCCC=C2N(Cc2cccc3ccccc23)C1=O,-6.6,-4.1
CCCOc1ccc(F)cc1-c1cc(C(=O)NCc2ccccc2OC)[nH]n1,-8.5,-0.6
CC(=O)Nc1cncc(-c2cccc(C(=O)N(C)C)c2)n1,5.3,-0.8
FC(F)(F)c1cccc(-c2nc3ccccc3n2C(c2ccccc2)c2nc3ccccc3[nH]2)c1 (stereo unspecified),-5.0,-6.8

# Next part.
SMILES,GalR3 antag,CHRM4 PAM
COc1ccccc1Cc1c(-c2ccccc2)nc2ccc(Cl)cn12,-0.5,0.5
COC(=O)c1ccc2nc(-c3ccc(Cl)cc3)c(Cc3ccc(OC)cc3C)n2c1,-4.9,1.6
O=C(NC1CCCCC1)C1c2ccccc2OCC(=O)N1CCc1c[nH]c2ccccc12 (stereo unspecified),-5.3,8.0
CCCCNC(=O)C1(C)CCN1C(=O)Cc1cccc2ccccc12 (stereo unspecified),-3.5,-2.7
CCc1nc2ccc(C(=O)NCCC(C)C)cn2c1N(CCN(C)C)CC1CC1,-4.1,-0.4
N#Cc1cccc(-c2csc(C(O)c3ccco3)n2)c1 (stereo unspecified),-6.0,-0.6
COc1ccc(CN2C[C@H](O)COC[C@@H]3O[C@H](CC(=O)NCc4ccncn4)CC[C@H]32)cc1,-5.8,10.8
CCCOc1ccc(F)cc1-c1cc(C(=O)NCc2cc(OC)cc(OC)c2)[nH]n1,-3.7,-7.2
CC(=O)O[C@H]1[C@@H](O)[C@H](O)[C@H](Oc2c(O)c(C)c3c4c2[C@@H](C)CC[C@@H]4[C@@H](C)C[C@@H]3C=C(C)C)O[C@H]1C,-4.2,12.2
